Screening data from PubChem.
PLCb3 inh – human PLC-beta3 inhibitors, primary screen, biochemical, fluorescence | 1-phosphatidylinositol 4,5-bisphosphate phosphodiesterase beta-3 (Homo sapiens), Q01970 | Purified PLC-beta3, fluorogenic substrate | inhibition, % at 12.2 µM | 0.18% of 370,000 active | AID 720704, 2013; in the data active = inhibition above about 11%;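 also: 0% = median of compound wells on plate and 100% = full blocker control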
UHRF1 binding – UHRF1 methylated DNA binding inhibitors, primary screen, counter-screen for MBD2 inhibitor project, biochemical, TR-FRET, human UHRF1, single concentration; E3 ubiquitin-protein ligase UHRF1 (Homo sapiens), Q96T88; AID 687016, 2013; inhibition, % at 4.4 µM; UHRF1 binding to methylated oligo; 0.75% of 370,000 active; in the data active = inhibition above about 21%;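 also: UHRF1 SRA domain binding a hemimethylated CpG hairpin DNA probe; 0% = median of test compound wells and 100% = reference inhibitor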
Target sequence (Q96T88 whole entry, looked up, the tested form may be a part): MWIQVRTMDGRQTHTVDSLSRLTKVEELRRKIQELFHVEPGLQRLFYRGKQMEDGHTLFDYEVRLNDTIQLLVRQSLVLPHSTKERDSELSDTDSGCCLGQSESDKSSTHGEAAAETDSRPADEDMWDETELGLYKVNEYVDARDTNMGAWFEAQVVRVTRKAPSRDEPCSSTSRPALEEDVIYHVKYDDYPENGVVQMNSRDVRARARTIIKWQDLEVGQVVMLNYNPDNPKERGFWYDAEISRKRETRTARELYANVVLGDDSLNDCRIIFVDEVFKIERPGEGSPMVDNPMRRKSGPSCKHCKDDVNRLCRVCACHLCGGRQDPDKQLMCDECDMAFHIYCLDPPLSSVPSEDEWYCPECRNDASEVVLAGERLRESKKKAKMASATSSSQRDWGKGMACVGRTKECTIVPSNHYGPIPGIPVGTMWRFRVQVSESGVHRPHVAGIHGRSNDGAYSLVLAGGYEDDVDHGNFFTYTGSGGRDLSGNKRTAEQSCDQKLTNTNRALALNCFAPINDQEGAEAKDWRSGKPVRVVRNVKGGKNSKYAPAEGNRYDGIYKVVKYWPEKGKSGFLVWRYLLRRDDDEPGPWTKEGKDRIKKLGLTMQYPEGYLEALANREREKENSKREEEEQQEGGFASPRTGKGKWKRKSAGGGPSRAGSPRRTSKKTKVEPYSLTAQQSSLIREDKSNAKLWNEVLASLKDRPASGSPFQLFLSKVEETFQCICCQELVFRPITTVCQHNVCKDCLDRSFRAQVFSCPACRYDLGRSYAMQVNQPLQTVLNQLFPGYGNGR
MBD2 DNA inh – inhibitors of MBD2 binding to methylated DNA, primary screen, biochemical, TR-FRET, DNA-binding domain, human. MBD2 binding to methylated oligonucleotide. AID 686964, 2013. inhibition, % at 4.4 µM. 0.31% of 370,000 active; in the data active = inhibition above about 13%
ASAP1 inh – inhibitors of human ASAP1 ArfGAP activity, primary screen, biochemical, fluorescence polarization; 0.19% of 360,000 active; AID 624377, 2012; ASAP1-stimulated ARF1 GTP hydrolysis, GDP FP detection; inhibition, % at 16.5 µM; Arf-GAP with SH3 domain, ANK repeat and PH domain-containing protein 1 (Homo sapiens), …; in the data active = inhibition above about 25%;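 also: 0% = vehicle with enzyme and substrate and 100% = no enzyme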
ARFGAP1 inhibitor – inhibitors of rat ARFGAP1 GAP activity, primary screen, biochemical, fluorescence polarization, GDP tracer; ADP-ribosylation factor GTPase-activating protein 1 (Rattus norvegicus), Q62848; Arfgap1-stimulated ARF1 GTP hydrolysis, GDP FP detection; inhibition, % at 16.5 µM; 0.26% of 360,000 active;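 active = inhibition above a per-plate limit, mean inhibition of low control wells plus 3 SD, cut at about 25% in these data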;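 also: 0% = DMSO wells with enzyme and 100% = wells lacking Arfgap1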
Target sequence (Q62848 1-136 limits assumed): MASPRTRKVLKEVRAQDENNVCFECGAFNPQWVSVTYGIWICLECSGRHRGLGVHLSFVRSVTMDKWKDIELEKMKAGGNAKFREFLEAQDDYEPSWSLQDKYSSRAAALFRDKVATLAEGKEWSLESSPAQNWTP
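Material: truncated rat Arfgap1 GAP domain; Incubation: compound-enzyme preincubation 20 min, reaction 120 min, detection 60 min, 25 °C; Read-out: percent inhibition of Arfgap1-stimulated GTP hydrolysis; Technique: FP, GDP Alexa 633 tracer displaced from anti-GDP antibody, 620/688 nm; Controls: No-Arfgap1 wells (100%) versus DMSO full-reaction wells (0%); Replication: single well per compound.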
DDE Tn7 FP inh – inhibitors of Tn7 peptide binding to fibrin DD(E), primary screen, biochemical, fluorescence polarization, human fibrin, Tn7 probe; Fibrinogen beta chain (Homo sapiens), P02675; FP displacement of FITC-Tn7 peptide from fibrin DD(E); 0% = median of compound wells per plate; inhibition, % at 8.3 µM; 0.13% of 370,000 active;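 active = inhibition above the mean of compounds falling within the control limits plus 3 SD of them, cut at about 14% in these data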;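 also: 0% = plate median of compound wells and 100% = 10 µM Aha-Tn7 peptide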
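assay system = human clot-derived fibrin DD(E) complex | quantity = Fibrin-DD(E) at 2 µM final | timing = 10 min preincubation, 3 h with tracer, room temperature | signal = fluorescence polarization | measure = percent inhibition | benchmarks = high control wells with 10 µM unlabelled Aha-Tn7 peptide (full inhibition) | replicates = singlicate testing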
ADAM17 inh – ADAM17 inhibitors, primary screen, biochemical, QFRET | Disintegrin and metalloproteinase domain-containing protein 17 (Homo sapiens), P78536 | AID 720648, 2013 | recombinant ADAM17, EDANS/DABCYL FRET peptide cleavage | inhibition, % at 6.95 µM | 0.83% of 370,000 active;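 active = inhibition above the mean of compounds lying between control limits plus 3 SD, set per campaign, cut at about 8.5% in these data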;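 also: 0% = DMSO-only wells as the low control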
proKLK7 act – proKLK7 zymogen activators, primary screen, biochemical, fluorescence intensity. Kallikrein-7 (Homo sapiens), P49862. purified proKLK7, EDANS-DABCYL substrate fluorescence; 100% is mature enzyme control, 0% vehicle. activation, % at 7 µM. 0.9% of 370,000 active;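 active = activation above the mean of all tested compounds plus 3 SD, computed per campaign excluding outliers beyond control limits, cut at about 13% in these data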
DDE Tn6 FP inh – inhibitors of Tn6 peptide binding to fibrin DD(E), primary screen, biochemical, fluorescence polarization, human fibrin, Tn6 probe. Fibrinogen beta chain (Homo sapiens), P02675. Fibrin DD(E) TRITC-Tn6 fluorescence polarization displacement. inhibition, % at 8.3 µM. 0.21% of 370,000 active. AID 720509, 2013;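 active = inhibition above a per-campaign cutoff: mean of compounds within control limits plus 3 SD, cut at about 15% in these data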;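 also: 0% = median of all compound wells on the plate and 100% = blocking peptide control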
PLC-gamma1 inh – PLC-gamma1 enzyme inhibitors, primary screen, biochemical, fluorescence, purified enzyme; 1-phosphatidylinositol 4,5-bisphosphate phosphodiesterase gamma-1 (Homo sapiens), P19174; fluorogenic substrate; inhibition, % at 12.2 µM; 0.84% of 370,000 active; AID 720700, 2013; in the data active = inhibition above about 9.5%
The depositor's hits bear a star; · = no result given.

SMILES | PLCb3 inh | UHRF1 binding | MBD2 DNA inh | ASAP1 inh | ARFGAP1 inhibitor | DDE Tn7 FP inh | ADAM17 inh | proKLK7 act | DDE Tn6 FP inh | PLC-gamma1 inh
CCOC(=O)N1CCN(S(=O)(=O)c2ccc(Cl)cc2)CC1 | 1 | 4 | -5 | 0 | 7 | 5 | 1 | 0.6 | -6 | 1
COC(=O)[C@@]12C[C@@H](CC(=O)NCc3ccccc3)C(=O)N(Cc3ccccc3)C1=CCC(C)(C)C2 | 6 | -1 | -7 | -3 | -7 | 0 | -2 | 0.1 | 4 | -2
CCOC(=O)c1[nH]c2ccc(F)cc2c1NC(=O)Nc1ccccc1OC | -3 | 1 | -8 | 18 | 2 | 5 | -10 | 1.5 | -2 | -7
O=c1cc(-c2ccc(O)c(O)c2)oc2cc(O)c([C@@H]3O[C@H](CO)[C@@H](O)[C@H](O)[C@H]3O)c(O)c12 | 0 | -4 | -4 | -12 | 13 | 2 | -3 | -0.6 | -7 | -3
O=C1CC(C(=O)Nc2ccc(Br)cc2)C2(CCCC2)O1 (configuration not stated) | 0 | 8 | 0 | -13 | 8 | 5 | -4 | -0.3 | -2 | 0
CCN1CC(CN(C)Cc2cn(-c3cccc(C)c3)nc2-c2cccc(F)c2)CC1=O (configuration not stated) | -6 | -3 | 2 | -9 | -12 | 9 | 2 | 17* | 9 | 2
Cc1ccc(C2=CC(=O)CC(C)(C)C2)cc1 | -1 | 0 | 6 | -9 | 8 | 6 | -3 | 0.2 | -6 | -6
O=C(CCNS(=O)(=O)c1ccccc1C(F)(F)F)N1CCN(S(=O)(=O)c2cccc(Cl)c2)CC1 | -1 | -5 | -2 | -2 | 1 | -2 | -2 | 0.5 | -2 | 2
Cc1ccc(NS(=O)(=O)c2cc(C(=O)Nc3cccc([N+](=O)[O-])c3)ccc2C)cc1 | 1 | 1 | 5 | 5 | 22 | -2 | 3 | 0.3 | -1 | 0
CC1=Nc2cc(Cl)ccc2Oc2ccccc21 | 0 | 2 | -4 | -2 | -6 | 3 | -2 | 0.6 | 4 | 2
O=C(O)COCC(=O)Nc1ccc(OCCc2ccccc2)cc1 | -4 | 1 | 1 | 5 | 2 | -7 | -5 | -0.5 | -5 | 3
CCOC(=O)c1cn(CC)c2cc(F)c(F)cc2c1=O | -7 | 0 | 0 | -24 | 1 | -5 | 1 | -0.1 | 1 | -2
CCCCOc1ccc(C(=O)NC2CCCCN(C)C2=O)cc1 (configuration not stated) | -6 | -1 | 0 | -3 | -1 | -5 | -3 | 0.4 | -5 | 1
COc1ccc(CN2C(=O)CCC2(C)c2nnnn2-c2c(C)cccc2C)cc1OC (configuration not stated) | 2 | -4 | 2 | -5 | -2 | 6 | -1 | -0.1 | -1 | 3
C[C@@H]1O[C@@H](O[C@H]2[C@H](Oc3cc(O)c4c(c3)OC(c3ccc(O)cc3)CC4=O)O[C@H](CO)[C@@H](O)[C@@H]2O)[C@H](O)[C@H](O)[C@H]1O (some centres not stated) | -1 | -3 | -1 | -6 | -6 | -14 | -3 | -0.9 | -1 | -4
O=C(NCc1ccccc1)NC1CCS(=O)(=O)C1 (configuration not stated) | 4 | -2 | -5 | 5 | -10 | -1 | -1 | 0.3 | 0 | 1
N#Cc1cccc(NC(=O)CN2CCN(Cc3ccccc3)CC2)c1 | -10 | 0 | 3 | -5 | 6 | 9 | -5 | -0.5 | -2 | 0
CC(=O)NC(CCS(C)(=O)=O)C(=O)Nc1nccs1 (configuration not stated) | 2 | 0 | -2 | 6 | 2 | 3 | 4 | 0.2 | -6 | 2
Cc1ccc(N/C(CSC(N)=O)=N/S(=O)(=O)c2ccccc2)cc1 | -8 | 2 | -1 | -3 | 10 | 1 | -1 | 0.5 | -4 | -3
CCCCN=C(Nc1ccc(Cl)cc1)c1cccnc1 | 4 | -3 | -5 | 4 | 2 | 4 | -1 | -0.6 | -1 | -1
COc1ccccc1NS(=O)(=O)c1cc(NC(=O)c2ccccc2F)ccc1N1CCOCC1 | -4 | 0 | 7 | 0 | 10 | 2 | 1 | -0.8 | -2 | 2
COC(=O)[C@@]1(Cc2ccc(F)cc2)[C@H]2c3cc(C(=O)N(C)C)n(Cc4c(CO)[nH]cc(C)c4=O)c3C[C@H]2CN1C(=O)c1ccccc1 | -7 | 2 | -1 | -8 | -7 | 4 | -4 | 1.2 | 0 | -2
CC(C)N(CCO)C(=O)CCc1nnc(CCCc2ccccc2)o1 | 3 | -2 | -4 | -16 | 21 | -4 | 3 | -0.3 | 4 | 0
CCNC(=O)Cc1ccc(NS(=O)(=O)c2ccc(F)cc2)cc1 | -4 | 0 | 5 | 9 | 5 | -5 | 2 | 0.0 | -4 | 1
COc1ccc(N(CCOc2ccccc2)S(=O)(=O)c2ccccc2)cc1 | -4 | 4 | 7 | 7 | 11 | 1 | -3 | 0.2 | 0 | -4
Cc1ccccc1OC1(C)CCN(Cc2ccc(-c3ccccn3)cc2)C1 (configuration not stated) | -3 | 5 | 1 | 5 | 2 | -2 | -2 | 0.7 | -3 | -2
COc1ccc(/C=N/NC(=O)c2ccc3c(c2)OCO3)c(C(=O)O)c1OC | -9 | 2 | 2 | 2 | 0 | -5 | 2 | -0.8 | -3 | 0
CC(C(=O)Nc1ccc(C(=O)O)cc1)N1C(=O)c2ccccc2C1=O (configuration not stated) | 1 | 2 | -4 | -4 | 0 | 6 | -4 | -0.1 | -7 | 0
COC(=O)c1nn(-c2ccccc2)c(=O)cc1O | 0 | -1 | 2 | 5 | 3 | 1 | 1 | -0.3 | -6 | -1
COc1cc(NS(=O)(=O)c2ccc(NC(=S)NC(=O)c3ccco3)cc2)ncn1 | -5 | 5 | -5 | 8 | -8 | 3 | -3 | -0.4 | 4 | 2

4 entries from above, ordered by their value in MBD2 DNA inh, highest first:
| SMILES | MBD2 DNA inh |
| --- | --- |
| COC(=O)c1nn(-c2ccccc2)c(=O)cc1O | 2 |
| COC(=O)[C@@]1(Cc2ccc(F)cc2)[C@H]2c3cc(C(=O)N(C)C)n(Cc4c(CO)[nH]cc(C)c4=O)c3C[C@H]2CN1C(=O)c1ccccc1 | -1 |
| CC(C(=O)Nc1ccc(C(=O)O)cc1)N1C(=O)c2ccccc2C1=O (configuration not stated) | -4 |
| CCCCN=C(Nc1ccc(Cl)cc1)c1cccnc1 | -5 |

Next structures.
SMILES | PLCb3 inh | UHRF1 binding | MBD2 DNA inh | ASAP1 inh | ARFGAP1 inhibitor | DDE Tn7 FP inh | ADAM17 inh | proKLK7 act | DDE Tn6 FP inh | PLC-gamma1 inh
COc1ccc(C(C)(O)c2nc(/C=C/c3ccccc3)cs2)cc1 (configuration not stated) | -5 | 1 | -2 | 14 | 11 | -5 | 5 | 0.1 | 10 | -3
COc1ccc(/C=C(\C)c2nc(C)c(-c3ccccc3)c(=O)[nH]2)cc1 | -14 | -2 | 0 | -3 | 1 | 2 | -3 | 0.3 | 1 | -6
Cc1cc2[nH]c(=O)c(=O)[nH]c2cc1S(=O)(=O)NCc1ccccc1 | -374 | -1 | -1 | 8 | -2 | 1 | -188 | 23* | -6 | -244
C/C(=N\Nc1ccc(Cl)c(C(=O)O)c1)c1ccc(N2CCOCC2)cc1 | -18 | 5 | 5 | 1 | 0 | -2 | -3 | -0.2 | -5 | -9
COC(=O)c1ccccc1NC(=O)COC(=O)c1cccnc1 | 0 | -1 | -1 | 6 | -1 | -8 | -3 | 0.4 | -2 | -1
O=C(/C=C/c1ccccc1[N+](=O)[O-])N1CCc2ccccc2C1 | 3 | -3 | 1 | -21 | 4 | -4 | 3 | -0.6 | 1 | 7
CC(C)(C)C(=O)OC12CCCN(C1)/C(=C/c1ccncc1)C2 (configuration not stated) | -9 | -1 | 0 | · | · | -6 | -1 | 0.1 | 8 | -5
c1ccc2c(c1)ccn1c(Cc3ccsc3)c(C3CCCCC3)nc21 | -37 | 21* | 6 | 3 | 14 | 4 | -17 | -2.9 | 2 | -27
CCC(=O)N1CCc2cc(Br)cc(S(=O)(=O)NCCCN(C)Cc3ccccc3)c21 | -8 | 2 | 1 | 8 | 4 | -2 | 0 | -0.4 | 4 | -2
COc1ccc2c(c1OC)C(=O)N1c3ccccc3C(=O)N(c3ccccc3F)C21 (configuration not stated) | -2 | -4 | 0 | -6 | 4 | 3 | -4 | 0.1 | 1 | 2
Nc1cc(S(=O)(=O)O)cc([N+](=O)[O-])c1O | -1 | 81* | 10 | -7 | 7 | 2 | -1 | 0.3 | 2 | 33*
COc1ccc(-c2nnc(SCC(=O)N3CCCC3=O)n2N)cc1OC | -5 | -2 | 3 | 3 | -8 | 2 | 0 | 0.4 | 4 | 0
CCC(Sc1nc(=O)cc(N)n1CCc1ccccc1)C(=O)Nc1ccccc1C#N (configuration not stated) | -5 | -1 | -5 | -11 | -1 | -7 | -18 | 0.4 | 6 | -3
Cc1nc(C)c(-c2ccccc2)c(=O)[nH]1 | 0 | -1 | 2 | -5 | 6 | -6 | -2 | 0.2 | 2 | 0
COc1ccc(C)cc1NC(=O)C1CCCN(S(=O)(=O)c2cnc[nH]2)C1 (configuration not stated) | 5 | 3 | 0 | -2 | -4 | -2 | -3 | -0.5 | 3 | 2
CCCSc1nnc(-c2ccccc2NC(=O)CC)c(=O)[nH]1 | 6 | -3 | 0 | -4 | -3 | -3 | 1 | 0.7 | 9 | 5
CNC(=S)Nc1cccc(C(=O)OC)c1 | -6 | 1 | -3 | -3 | 7 | 5 | -2 | 0.4 | -8 | 2
COc1ccc(/C=C/C(O)=C(\C#N)c2nnc(N3CCOCC3)n2-c2ccccc2)cc1OC | -26 | 0 | -2 | 1 | -5 | -2 | -18 | 0.3 | -2 | -16
CC1CCCN(C(C(=O)Nc2ccc3c(c2)OCO3)c2ccccc2)C1 (configuration not stated) | 7 | 2 | -4 | 11 | 8 | -2 | 3 | 1.1 | -5 | 6
O=C(COc1ccc(Cl)cc1)Nc1ccc2c(c1)nc1n2CCOC1 | -9 | 0 | 3 | 5 | 6 | 2 | -4 | -1.1 | -6 | -3
